Peg3 promoter – Peg3 promoter activity inhibition | HeLa PEG-Prom luciferase reporter, luminescence, overnight | inhibition, % at 20 µM | 1.7% of 360,000 active | AID 588405;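 active means inhibition of at least 50% at 20 µM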
MITF TRPM1 inh – reduces MITF-dependent TRPM1 promoter luciferase signal; SK-MEL-5 TRPM1 promoter luciferase, 24 h; inhibition, % at 12.5 µM; 0.83% of 330,000 active; AID 488899;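 active means mean inhibition across replicates of 60% or more, whatever share of single replicates reaches that level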; further: values of inactives mirror those of a sister screen read the other way
EBV LMP1 NFkB – Epstein-Barr LMP1 NF-kappaB reporter inhibition; AID 504558; LMP1-induced NF-kappaB luciferase reporter cells, luminescence; 0.69% of 350,000 active; inhibition, % at 12.5 µM; in the data active means inhibition above about 41%;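 further: 0% = neutral control wells and 100% = reference inhibitor control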
iPSC survival up – increases survival of single human iPS cells; survival enhancement, % at 20 µM; 0.044% of 360,000 active; AID 602274; hiPSC single-cell survival, ATPlite luminescence; 100% = ROCK inhibitor wells, 0% = DMSO; in the data active means survival enhancement above about 18%;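 further: cells exposed to compounds for 16 hours before the ATP read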
KKLEB cytotox – counter-screen for CF NF-kB inhibitors: cytotoxicity; KKLEB CF airway cells viability, ATPlite luminescence, overnight; hits give low values; cells stimulated with P. aeruginosa culture filtrate; activity change (cytotoxicity), % at 5 µM; 0.36% of 360,000 active; AID 602141;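 active means corrected activity change at or below -50% at 5 µM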
C8 TRAIL sens – caspase-8 TRAIL sensitization. NB7+C8 cells + TRAIL, ATPlite viability luminescence. inhibition (viability loss, TRAIL sensitization), % at 10 µM. 1% of 360,000 active. AID 624354;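 active means compounds causing at least 50% loss of cell viability in the single-dose screen, relative to plate controls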
NR2E3 ag-1 – activates human NR2E3 receptor; Q9Y5X4; CHO-S Gal4-NCOR/VP16-NR2E3 two-hybrid, luciferase; inhibition of corepressor binding, % at 3.98 µM; 0.35% of 360,000 active; AID 602229;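 active means inhibition above the mean of all tested compounds plus 3 SD, cut at about 70% in these data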;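 further: 0% = DMSO with NR2E3 transfected cells and 100% = cells lacking NR2E3 construct; higher means lower luciferase signal from less NR2E3 corepressor binding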
Target sequence (Q9Y5X4 whole entry, looked up, the tested form may be a part): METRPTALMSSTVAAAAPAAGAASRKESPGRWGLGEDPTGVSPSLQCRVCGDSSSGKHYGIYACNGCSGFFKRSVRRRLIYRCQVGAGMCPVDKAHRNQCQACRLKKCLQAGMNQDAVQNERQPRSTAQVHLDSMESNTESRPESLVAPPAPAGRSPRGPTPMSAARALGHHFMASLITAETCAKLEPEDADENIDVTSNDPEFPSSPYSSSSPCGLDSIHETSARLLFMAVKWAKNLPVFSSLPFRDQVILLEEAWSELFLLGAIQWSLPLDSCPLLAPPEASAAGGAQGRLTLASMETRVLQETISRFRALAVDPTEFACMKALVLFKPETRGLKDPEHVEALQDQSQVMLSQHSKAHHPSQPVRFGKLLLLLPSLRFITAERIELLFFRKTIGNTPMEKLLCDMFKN
Shn3 inh set2 – inhibitors of Schnurri-3 3'UTR reporter in osteoblasts; Clone20 osteoblast Shn3 3'UTR firefly luciferase, 24 h; AID 588674; inhibition, % at 12.5 µM; 0.52% of 360,000 active;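 active means mean inhibition of at least 75% with every replicate also reaching 75%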;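 further: 0% = median of neutral control wells and 100% = pilot-screen positive control compound; some compounds past the cut are filed as inactive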
NR2E3 ag-2 – agonists of human nuclear receptor NR2E3; Q9Y5X4; GST-NR2E3/biotin-RetCOR TR-FRET, 1536-well; inhibition of corepressor binding, % at 4.78 µM; 0.12% of 320,000 active; AID 2300;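 active means percent inhibition above the cutoff of mean plus 3 SD of all tested compounds, set per screening campaign, cut at about 20% in these data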;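 further: 0% = DMSO wells and 100% = biotin wells as full block of FRET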
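System: GST-tagged NR2E3 plus biotinylated RetCOR corepressor; Buffer or medium: pH 7.5 Tris-based buffer; Probe or stimulus: RetCOR corepressor, biotinylated, 7 nM; Doses: compound at 4.8 µM, single dose; Schedule: 5 h incubation at 4 °C; Technique: time-resolved FRET; Evaluation: percent inhibition of TR-FRET ratio; Replication: one well per compound, singlicate testing.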
CF NFkB inh – inhibitors of cystic fibrosis induced NF-kB | KKLEB NF-kB-GFP reporter, PAF-induced, GFP fluorescence overnight | inhibition, % at 5 µM | 0.86% of 360,000 active;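 active means at least 50% inhibition at 5 µM, scaled per plate between neutral and stimulator controls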;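 further: PAF is a Pseudomonas aeruginosa culture filtrate used as stimulus; plate controls were PAF-stimulated DMSO wells for no effect and unstimulated DMSO wells for full effect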
HIF-2a block – HIF-2a inhibition; inhibition, % at 18.8 µM; AID 624352; 786-0 RCC cells HIF-2a reporter, luciferase luminescence, overnight; 0.72% of 360,000 active;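 active means inhibition of the luminescence signal of 40% or more relative to plate controls, in a single-dose primary screen at 18.75 µM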
* marks the source's active call; other numbers are inactive results. Some of the compounds tested; rates above refer to the full screens.

`CCOC(=O)C1=CN(Cc2cccc(F)c2)S(=O)(=O)N(CC)C1c1ccc(Br)cc1F` (centres undefined) gave Peg3 promoter 29.3, MITF TRPM1 inh -0.8, EBV LMP1 NFkB 4.5, iPSC survival up -0.6, KKLEB cytotox 0.9, C8 TRAIL sens 1.5, NR2E3 ag-1 -21.7, Shn3 inh set2 28.9, CF NFkB inh 4.0 and HIF-2a block 8.7.
Screening O=C(NS(=O)(=O)c1ccccc1)c1cccc(Br)c1 returned Peg3 promoter 4.9, MITF TRPM1 inh -7.8, EBV LMP1 NFkB 1.5, iPSC survival up -0.5, KKLEB cytotox -2.5, C8 TRAIL sens -5.3, NR2E3 ag-1 -11.6, Shn3 inh set2 -9.9, NR2E3 ag-2 -0.3, CF NFkB inh -1.2 and HIF-2a block 12.4.
`CN(C)S(=O)(=O)c1ccc(Cl)c(C(=O)NC2=NCCS2)c1` gave Peg3 promoter -6.9, MITF TRPM1 inh -0.5, EBV LMP1 NFkB -6.4, iPSC survival up -0.5, KKLEB cytotox -12.9, C8 TRAIL sens 1.0, NR2E3 ag-1 -13.9, Shn3 inh set2 -2.9, NR2E3 ag-2 2.6, CF NFkB inh -6.6 and HIF-2a block 9.1.
CCOC(=O)c1c(NC(=O)CCN2CCOCC2)sc(C)c1-c1ccccc1 was read as Peg3 promoter 14.9, MITF TRPM1 inh -5.6, EBV LMP1 NFkB -1.2, iPSC survival up -1.6, KKLEB cytotox -21.6, C8 TRAIL sens 5.0, NR2E3 ag-1 -31.9, Shn3 inh set2 7.7, NR2E3 ag-2 -0.9, CF NFkB inh 29.8 and HIF-2a block 10.4.
For CCC(C)NC(=O)C1CCN(S(=O)(=O)c2ccc3c(c2)CC(C)N3C(C)=O)CC1 (centres undefined) the results were Peg3 promoter 9.3, MITF TRPM1 inh 13.1, EBV LMP1 NFkB 2.5, iPSC survival up -1.1, KKLEB cytotox 11.2, C8 TRAIL sens -9.0, NR2E3 ag-1 -4.7, Shn3 inh set2 8.0, NR2E3 ag-2 4.2, CF NFkB inh -12.4 and HIF-2a block 2.2.
Screening C/C(=N\Nc1ccccc1)c1cccs1 returned Peg3 promoter -3.1, MITF TRPM1 inh 9.6, EBV LMP1 NFkB -0.2, iPSC survival up -0.1, KKLEB cytotox -11.0, C8 TRAIL sens -13.9, NR2E3 ag-1 -6.7, Shn3 inh set2 -8.4, CF NFkB inh 9.2 and HIF-2a block 0.0.
`Nc1ccc(CNC(=O)OCC2c3ccccc3-c3ccccc32)cc1` gave Peg3 promoter -13.3, MITF TRPM1 inh -9.4, EBV LMP1 NFkB -15.6, iPSC survival up -2.2, KKLEB cytotox -13.0, C8 TRAIL sens 0.0, NR2E3 ag-1 -16.7, Shn3 inh set2 -25.6, NR2E3 ag-2 2.6, CF NFkB inh -5.5 and HIF-2a block -25.5.
O=C(C=C1CCN(c2ncc(C(F)(F)F)cc2Cl)CC1)NNC(=O)Nc1ccc(Cl)cc1 was read as Peg3 promoter 3.0, MITF TRPM1 inh 1.0, EBV LMP1 NFkB -0.7, iPSC survival up -2.0, KKLEB cytotox 2.3, C8 TRAIL sens -1.9, NR2E3 ag-1 1.9, Shn3 inh set2 -10.0, NR2E3 ag-2 -2.1, CF NFkB inh 1.2 and HIF-2a block 8.2.
For COCCn1c(=O)[nH]c2cc(C(=O)NCCc3ccc(S(N)(=O)=O)cc3)ccc2c1=O the results were Peg3 promoter -1.8, MITF TRPM1 inh 1.2, EBV LMP1 NFkB -3.6, iPSC survival up -0.7, KKLEB cytotox 17.2, C8 TRAIL sens 3.6, NR2E3 ag-1 -33.5, Shn3 inh set2 -6.6, NR2E3 ag-2 -1.4, CF NFkB inh -11.0 and HIF-2a block 20.4.
`Cc1cnc(NC(=O)c2ccc3c(c2)C(=O)N(Cc2cccnc2)C3=O)s1` gave Peg3 promoter 5.5, MITF TRPM1 inh 2.7, EBV LMP1 NFkB -8.8, iPSC survival up 0.0, KKLEB cytotox 11.3, C8 TRAIL sens -4.0, NR2E3 ag-1 -1.5, Shn3 inh set2 -10.8, NR2E3 ag-2 -0.3, CF NFkB inh -7.9 and HIF-2a block -49.7.
CSc1nc(=S)c2[nH]c(=S)[nH]c2[nH]1 was read as Peg3 promoter 4.5, MITF TRPM1 inh -13.9, EBV LMP1 NFkB -13.1, iPSC survival up 0.0, KKLEB cytotox 3.7, C8 TRAIL sens 5.5, NR2E3 ag-1 -33.3, Shn3 inh set2 -14.6, CF NFkB inh 1.3 and HIF-2a block 16.1.
`COc1ccc2oc(C(=O)OCC(=O)Nc3ccc(OC)c(S(N)(=O)=O)c3)c(C)c2c1` gave Peg3 promoter -11.7, MITF TRPM1 inh -11.7, EBV LMP1 NFkB -16.2, iPSC survival up 0.9, KKLEB cytotox -5.8, C8 TRAIL sens 1.3, NR2E3 ag-1 4.3, Shn3 inh set2 -1.3, NR2E3 ag-2 -1.2, CF NFkB inh -11.8 and HIF-2a block -12.1.
O=C(CN1CCN(CC(=O)Nc2cccc(F)c2)CC1)Nc1ccc(-c2ccccc2)cc1 was read as Peg3 promoter 0.3, MITF TRPM1 inh 2.9, EBV LMP1 NFkB -9.7, iPSC survival up -0.3, KKLEB cytotox -4.3, C8 TRAIL sens 5.9, NR2E3 ag-1 -33.4, Shn3 inh set2 5.9, NR2E3 ag-2 -0.7, CF NFkB inh 6.6 and HIF-2a block 5.2.
CC(Sc1nc2ccccc2s1)C(=O)Nc1ccc2c(c1)OCO2 (centres undefined) was read as Peg3 promoter 15.7, MITF TRPM1 inh -9.3, EBV LMP1 NFkB -2.4, iPSC survival up 1.6, KKLEB cytotox -3.1, C8 TRAIL sens -5.3, NR2E3 ag-1 11.6, Shn3 inh set2 3.1, NR2E3 ag-2 5.1, CF NFkB inh -20.9 and HIF-2a block -6.6.
For COc1ccc(S(=O)(=O)N2CCCCC2)cc1Br the results were Peg3 promoter 10.8, MITF TRPM1 inh 2.9, EBV LMP1 NFkB -6.0, iPSC survival up -0.6, KKLEB cytotox 1.6, C8 TRAIL sens -18.0, NR2E3 ag-1 -12.8, Shn3 inh set2 5.1, NR2E3 ag-2 3.0, CF NFkB inh 0.3 and HIF-2a block 5.8.
Screening CCCNC(=O)c1nc(C)n(-c2ccc([N+](=O)[O-])cc2)n1 returned Peg3 promoter -2.1, MITF TRPM1 inh -2.1, EBV LMP1 NFkB -6.5, iPSC survival up -0.5, KKLEB cytotox 7.2, C8 TRAIL sens -5.8, NR2E3 ag-1 -12.1, Shn3 inh set2 11.9, NR2E3 ag-2 -0.4, CF NFkB inh -12.0 and HIF-2a block 15.3.
For CCOc1ccccc1NC(=O)Nc1ccccn1 the results were Peg3 promoter 7.4, MITF TRPM1 inh 12.4, EBV LMP1 NFkB -7.3, iPSC survival up -0.4, KKLEB cytotox -13.2, C8 TRAIL sens -14.9, NR2E3 ag-1 11.4, Shn3 inh set2 -7.6, NR2E3 ag-2 0.4, CF NFkB inh 25.1 and HIF-2a block -14.9.
For Cc1ccc(OCc2cc(C(=O)N(C)CCc3ccccn3)no2)cn1 the results were Peg3 promoter -5.8, MITF TRPM1 inh 6.4, EBV LMP1 NFkB -6.9, iPSC survival up 0.5, KKLEB cytotox 13.5, C8 TRAIL sens -5.6, NR2E3 ag-1 1.5, Shn3 inh set2 11.3, NR2E3 ag-2 2.4, CF NFkB inh 5.2 and HIF-2a block -5.6.
For O=C(CN(Cc1ccccc1F)S(=O)(=O)c1ccc(Cl)cc1)NCCC1=CCCCC1 the results were Peg3 promoter 17.2, MITF TRPM1 inh 2.0, EBV LMP1 NFkB -4.8, iPSC survival up 0.2, KKLEB cytotox -15.1, C8 TRAIL sens 14.7, NR2E3 ag-1 -0.9, Shn3 inh set2 17.4, NR2E3 ag-2 0.9, CF NFkB inh 16.0 and HIF-2a block 16.7.
`CCCS(=O)(=O)N1CCCC(C(=O)NCC(OC)OC)C1` (centres undefined) gave Peg3 promoter 3.6, MITF TRPM1 inh -7.1, EBV LMP1 NFkB 3.6, iPSC survival up -0.8, KKLEB cytotox 6.5, C8 TRAIL sens -1.2, NR2E3 ag-1 3.2, Shn3 inh set2 3.5, NR2E3 ag-2 -0.9, CF NFkB inh -3.0 and HIF-2a block 22.7.
For CN(C)/C=C(\C#N)C(=O)N/N=C/c1ccc(Cl)cc1 the results were Peg3 promoter -70.9, MITF TRPM1 inh -1.7, EBV LMP1 NFkB -13.9, iPSC survival up -0.3, KKLEB cytotox -7.1, C8 TRAIL sens 2.1, NR2E3 ag-1 -10.6, Shn3 inh set2 -6.0, NR2E3 ag-2 4.2, CF NFkB inh -3.5 and HIF-2a block -102.5.
For Cc1nnc(SCC(=O)N2CCN(S(=O)(=O)c3ccccc3)CC2)[nH]c1=O the results were Peg3 promoter 7.8, MITF TRPM1 inh 11.0, EBV LMP1 NFkB 2.9, iPSC survival up 15.4, KKLEB cytotox -1.3, C8 TRAIL sens -17.3, NR2E3 ag-1 -19.4, Shn3 inh set2 -0.7, NR2E3 ag-2 3.4, CF NFkB inh -0.3 and HIF-2a block 18.9.
Cc1ccc(-c2nc(CSCC(=O)NCCCN3CCOCC3)c(C)o2)cc1 was read as Peg3 promoter 8.1, MITF TRPM1 inh 13.1, EBV LMP1 NFkB 3.4, iPSC survival up -3.2, KKLEB cytotox -1.5, C8 TRAIL sens 5.7, NR2E3 ag-1 13.8, Shn3 inh set2 9.7, NR2E3 ag-2 2.8, CF NFkB inh -12.5 and HIF-2a block -3.0.
Screening O=C(COC(=O)/C=C/c1cc(Br)ccc1F)NC1CC1 returned Peg3 promoter -10.8, MITF TRPM1 inh -4.6, EBV LMP1 NFkB 3.7, iPSC survival up 1.9, KKLEB cytotox 0.5, C8 TRAIL sens -12.0, NR2E3 ag-1 -11.3, Shn3 inh set2 6.7, CF NFkB inh 9.8 and HIF-2a block 8.8.
For CC(=O)Oc1c(C(=O)c2nnc(C)o2)c(=O)n(Cc2ccccc2)c2ccccc12 the results were Peg3 promoter 35.6, MITF TRPM1 inh 66.0*, EBV LMP1 NFkB 17.2, iPSC survival up -2.1, KKLEB cytotox -30.8, C8 TRAIL sens 21.4, NR2E3 ag-1 -28.7, Shn3 inh set2 -2.9, NR2E3 ag-2 -0.6, CF NFkB inh 50.9* and HIF-2a block 19.8.
For CCOc1cc(CN2CCSCC2)ccc1O the results were Peg3 promoter 5.2, MITF TRPM1 inh 9.2, EBV LMP1 NFkB 1.3, iPSC survival up 3.9, KKLEB cytotox 5.9, C8 TRAIL sens 3.7, NR2E3 ag-1 -9.7, Shn3 inh set2 3.4, NR2E3 ag-2 -2.0, CF NFkB inh 12.2 and HIF-2a block 10.2.

From PubChem BioAssay
